From PubChem
Insulin prom up: MIN6 insulin promoter up-regulation; z-score at 5 µM; MIN6 insulin promoter-GFP reporter, high-content imaging; stronger effect = higher value; 190,000 tested, 0.3% active;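 active = z-score above 3 at 5 µM with at least 500 cells counted in the well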
PMI inhibitors: MPI enzyme activity inhibition – biochemical, fluorescence intensity, coupled assay, primary screen (AID 1209). purified PMI enzyme, coupled fluorescence intensity; higher % means a stronger effect. 190,000 tested, 0.42% active. one-dose inhibition, % at 20 µM; IC50 in µM for titrated hits;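 also: plate controls were DMSO vehicle for no effect and wells lacking substrate for full effect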
Autophagy mod: modulators of autophagy; MEF GFP-LC3 puncta imaging; test concentration mostly 10 µM; calls only at 10 µM (by protocol); 190,000 tested, 0.98% active; AID 463193;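 active = percentage of spot-positive cells more than 3 SD above its plate mean, without a fluorescence outlier flag or 80% toxicity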;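 also: spot-positive cell cutoff set from DMSO-treated cells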
bCat nuc transl: beta-catenin nuclear translocation modulation; HeLa beta-catenin nuclear translocation, immunofluorescence imaging; nuclear translocation activity, % at 5 µM; 190,000 tested, 0.3% active; AID 1665;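 active = nuclear translocation activity above 50% at 5 µM, with a well cell count of 50 or more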;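 also: per-cell ratio of nuclear to cytoplasmic median beta-catenin stain intensity; plate controls were DMSO negative control for no effect and GSK-3 inhibitor IX positive control for full effect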
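Test system: human HeLa cell line; Doses: 5 µM primary, 0.02–20 µM confirmation; Incubation: 24 h compound exposure, 37°C; Detection: beta-catenin immunofluorescence imaging with DAPI; Read-out: beta-catenin nuclear/cytoplasmic ratio, % activation.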
Dynein transport: blocks dynein driven cargo transport along microtubules | 3617.4 mouse cells, GR-EGFP nuclear translocation imaging; test concentration mostly 20 µM; stimulated with dexamethasone, 1 µM; stronger effect = lower value | z-score, hits read low | 220,000 tested, 0.47% active;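 active = plate z-score of nuclear minus cytoplasmic receptor signal below a set negative limit, without overly bright fluorescence or cell loss, cut at about -3.5 in these data, passing the limit was not always enough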;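 also: z-score of nuclear minus cytoplasmic ring GR-EGFP intensity difference per well; some compounds called inactive have numbers as strong as hits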
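Also added – dexamethasone, 1.0 µM final · Buffer or medium – tet-free, stripped-serum medium · Schedule – induction 48 h, compound 1 h, agonist 30 min · Detection – formaldehyde fixation, Hoechst nuclear stain, 10x automated fluorescence imaging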
WT yeast gro inh: growth inhibition of WT yeast, mitochondrial fusion screen. mitochondrial fusion phenotypic screen, WT strain. inhibition, % at 10 µM. 190,000 tested, 2.1% active. AID 1362; in the data active = inhibition above about 58%; tested in S. cerevisiae
MT stabilizer: microtubule stabilization, imaging screen; HeLa tubulin immunostaining HCS, 24 h; share of cells brighter than vehicle mean+2SD; 200,000 tested, 0.83% active; % tubulin-high responders, % at 10 µM;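 active = plate Z-score above 3 for both tubulin-high and condensed-nucleus cell shares, with cell loss under 80%, at 10 µM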;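 also: anti alpha tubulin signal scored within the nucleus-defined area of each cell; some results filed as inactive read as strong as hits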
human PMI inhibitors: MPI inhibition at elevated mannose 6-phosphate – biochemical, fluorescence intensity, high mannose 6-phosphate, primary screen (AID 1220); inhibition, % at 20 µM; hits with a dose series show IC50 in µM; recombinant PMI enzyme, coupled fluorescence intensity; higher % means a stronger effect; 190,000 tested, 0.66% active
Yfh1-depleted yeast: enhancers of respiration in Yfh1-depleted yeast, dose response, Friedreich's ataxia, plus single-dose screen (AID 1465). S. cerevisiae Yfh1-off respiration, WST-1 reduction, 72 h; higher fold induction means a stronger effect. 220,000 tested, 0.074% active. fold induction at 50 µM, or EC50 in µM where a hit was titrated;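 active = fold induction of absorbance versus untreated yeast above a set limit, then at least 30% activation at any dose in follow-up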;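 also: activators that raise dye reduction in frataxin-depleted yeast; strong numbers were not always called active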
WT yeast gro inh mutant strain: recorded beside WT yeast gro inh, whose call it bears; inhibition, %; mitochondrial fusion phenotypic screen, mutant strain inhibition
Dynein transport cytoplasmic EGFP: also measured in Dynein transport; calls as there; z-score; measured here: cytoplasmic GR-EGFP intensity; stronger effect = higher value
Dynein transport nuclear GR-EGFP: second read-out of Dynein transport, no call of its own (marks repeat the call); z-score; measured here: nuclear GR-EGFP intensity;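 lower value marks the stronger effect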
Dynein transport cell count: recorded beside Dynein transport, whose call it bears; z-score; measured here: cell count per field
Insulin prom up cell count: further read-out of Insulin prom up, marked with its call; cell count; measured here: cytotoxicity, nuclei count;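 total cells summed across four imaged fields per well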
bCat nuc transl cell count 5 µM: also measured in bCat nuc transl; calls as there; cell count; measured here: cell count, cytotoxicity flag
MT stabilizer Hoechst-high %: further read-out of MT stabilizer, marked with its call; % Hoechst-high responders; measured here: nuclear condensation Hoechst responders;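 share of cells brighter than vehicle mean plus two SD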
MT stabilizer cytotoxicity %: also measured in MT stabilizer; calls as there; toxicity, %; measured here: cytotoxicity by cell density;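 0% = mean cell density of plate MIN control wells and 100% = no cells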
Autophagy mod cell loss 18 h: further read-out of Autophagy mod, marked with its call; toxicity, %; measured here: cell loss, nuclei count;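 cell loss after 18 h compound exposure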
The depositor's hits bear a star; i = inactive; / = not tested or not shown. Rule as the data show it, unless noted: active = inhibition above about 50%; inactive = the rest.

SMILES	Insulin prom up	Insulin prom up cell count	PMI inhibitors	Autophagy mod	Autophagy mod cell loss 18 h	bCat nuc transl	bCat nuc transl cell count 5 µM	Dynein transport	Dynein transport cytoplasmic EGFP	Dynein transport nuclear GR-EGFP	Dynein transport cell count	WT yeast gro inh	WT yeast gro inh mutant strain	MT stabilizer	MT stabilizer Hoechst-high %	MT stabilizer cytotoxicity %	human PMI inhibitors	Yfh1-depleted yeast
O=C(NC(=S)Nc1ccc(-c2ccc(CO)o2)cc1)c1cccs1	0.69	1230	-27.0%	i	2.1	-2.5	1101	-6.62*	1.17*	-2.85*	0.347*	8.3	7.0	2.0	1.4	2.7	-65.5%	i
CCc1nnc(NS(=O)(=O)c2ccc(NC(=O)/C=C/c3ccccc3Cl)cc2)s1	0.18	1476	0.7%	i	8.9	-0.7	1538	-0.565	-0.279	0.0801	0.654	0.6	6.8	3.7	3.0	6.8	1.7%	i
COC(=O)c1ccccc1NC(=O)n1cc(C)cn1	-0.09	1677	-2.1%	i	7.2	4.7	1392	-0.836	-0.0126	-0.381	1.52	-5.8	-20.2	8.5	2.7	5.7	7.6%	i
COc1ccc(-c2oc3ccccc3c(=O)c2OC(=O)c2ccc(C)cc2)cc1	/	/	9.1%	i	14.5	/	/	0.196	-0.208	-0.568	-0.161	-30.6	3.3	6.2	7.0	15.2	11.8%	i
C[N+]1=C(/C=C/Nc2ccccc2Cl)C(C)(C)c2ccccc21	/	/	78.4%*	i	0.2	0.3	1096	-0.637	-0.176	-0.117	0.0259	47.8	4.2	4.6	1.1	4.7	-12.4%	i
O=C(O)c1cn(-c2ccccc2)c(=O)c2ccccc12	/	/	-0.9%	i	-15.4	-1.8	1239	0.803	-0.114	0.459	-0.116	-9.2	4.5	2.1	1.2	8.8	-3.6%	i
O=C(Nc1nc2c(s1)CCCC2)C1COc2ccccc2O1 (stereo unspecified)	-0.6	1312	7.6%	/	/	-0.1	1115	1.93	0.0462	1.63	-1.62	27.9	25.8	2.9	2.2	8.5	3.5%	i
COc1ccc(N2C(=O)CCC(C(=O)Nc3cccc(C)n3)C2c2ccc(OC)c(OC)c2)cc1 (stereo unspecified)	1.11	1291	18.8%	i	10.4	/	/	-1.11	-0.182	-0.241	0.442	7.0	14.7	4.7	2.5	4.1	12.0%	i
O=C(COC(=O)Cn1cnc2ccccc2c1=O)Nc1ccc2c(c1)OCO2	/	/	3.2%	i	-2.7	-2.7	926	2.06	-0.279	1.08	-1.02	8.7	-5.8	1.5	1.5	2.2	7.7%	i
Cc1cc(C(=O)N/N=C\C(Br)=C\c2ccccc2)c(C)o1	1.79	1045	-17.0%	i	4.8	3.4	1063	-1.62	-0.0947	-0.802	0.429	38.2	39.4	2.9	2.7	4.4	-5.1%	i
CC(=O)C(Sc1nc(N2CCOCC2)nc(N2CCOCC2)n1)C(=O)Nc1ccccc1 (stereo unspecified)	-0.81	1289	1.8%	i	5.6	0.5	1179	-1.4	-0.259	-0.633	0.35	4.3	-2.3	3.2	1.2	1.2	-4.3%	i
O=C1CCCC2=C1C(c1ccccc1)NC(=S)N2 (stereo unspecified)	0.76	1323	-11.9%	i	6.5	-0.6	1026	1.15	-0.331	1.09	-0.455	-7.4	9.9	3.0	2.3	0.3	-7.6%	i
O=C(O)c1ccc(OCCOc2ccccc2)cc1	0.19	1499	/	/	/	0.2	1060	0.187	-0.243	0.0594	-0.203	/	/	/	/	/	/	i
COc1ccc(C2CC(=O)Oc3cc(O)cc(O)c32)cc1 (stereo unspecified)	0.33	1118	/	/	/	4.0	1100	0.0325	-0.756	0.492	-0.855	/	/	/	/	/	/	i
COc1ccc(Nc2nnc(-c3ccc(O)cc3)c3ccccc23)cc1	-0.26	1285	1.6%	i	-8.9	-0.9	1483	-0.879	-0.157	-0.479	0.779	-14.7	-26.3	4.1	2.9	6.2	-0.8%	i
COc1ccccc1N1CCN(CC(=O)c2c(N)n(C)c(=O)n(C)c2=O)CC1	-0.26	1192	-6.5%	i	-0.9	1.7	960	-0.769	-0.202	-0.0751	1.14	-8.6	0.9	3.0	2.6	4.9	0.0%	i
COc1cccc(NC(=S)NC2CC(C)(C)NC(C)(C)C2)c1	-0.02	1382	6.9%	i	3.2	0.2	1029	0.163	-0.218	0.24	0.179	-14.8	5.0	2.5	2.5	5.8	12.6%	i
O=C1C2=C(SCCS2)C(=O)N1CCCO	0.45	1243	-4.4%	i	8.3	-6.4	878	0.0327	-0.205	-0.014	0.279	14.5	3.4	1.3	1.9	1.7	-9.9%	/
O=C(Cn1cc(C(=O)C2CCCCC2)c2ccccc21)NCC1CCCO1 (stereo unspecified)	0.42	882	-5.3%	i	1.2	0.6	1014	-0.305	-0.232	0.325	-0.481	-3.5	12.3	4.3	1.8	6.2	-4.9%	i
Cc1cccn2c(NC(=O)c3cccs3)c(-c3ccccc3)nc12	0.03	1506	2.9%	i	12.8	0.1	1108	-0.552	-0.197	-0.236	1.12	6.4	0.9	2.1	1.5	1.9	-2.3%	i
CCCCNC(=S)N(C)N=C1CCC(c2ccccc2)CC1 (stereo unspecified)	-0.25	1228	45.3%	i	-6.5	2.8	912	0.331	0.0219	0.24	-0.0243	9.5	-17.1	6.0	2.0	9.2	5.8%	i
CCOc1ncccc1C(=O)Nc1nnc(C)s1	/	/	1.5%	i	15.9	-2.6	1114	0.425	-0.226	0.142	0.15	-42.3	2.0	2.9	3.2	3.2	1.6%	i
COc1cc(OC)cc(N(C(=O)C2COc3ccccc3O2)C(C(=O)NC2CCCCC2)c2ccc(O)cc2)c1 (stereo unspecified)	0.04	1624	25.4%	i	-3.5	-2.2	1109	-0.043	-0.238	-0.0721	0.386	7.2	3.7	8.3	4.0	10.7	16.1%	i
Cc1occc1C(=O)Nc1cccc([N+](=O)[O-])c1	-0.59	1231	7.2%	i	5.5	-0.1	561	-0.228	-0.269	0.518	0.382	-11.6	-17.9	3.1	2.4	0.1	2.1%	i
CCOC(=O)C1=C(c2ccccc2)Nc2ncnn2C1c1cc(OC)cc(OC)c1OC (stereo unspecified)	-0.06	1074	2.6%	i	-7.5	-1.1	1067	-0.777	-0.183	-0.266	0.267	-16.0	-6.5	2.5	1.9	7.6	4.7%	i
CCCOC(=O)C1C2C=CC3(CN(c4cccc(Cl)c4)C(=O)C13)O2 (stereo unspecified)	0.76	1442	13.8%	/	/	0.5	1034	0.522	-0.191	0.468	-0.43	5.0	-1.2	4.4	1.8	8.5	15.2%	i
CCOc1cc(C)c(S(=O)(=O)Nc2ccc(Cl)cn2)cc1C	0.46	927	16.8%	i	58.9	-5.6	1203	0.799	-0.233	0.122	0.479	26.2	34.9	4.0	2.5	12.1	7.8%	i
Cc1ccc2nc(C3CCCN(C(=S)Nc4ccccc4C)C3)[nH]c2c1 (stereo unspecified)	0.14	1456	12.7%	i	3.3	-2.3	1411	-0.0124	-0.109	-0.00789	0.0865	-2.0	5.6	0.6	1.0	11.0	12.9%	i
CC(=O)C1=C(O)C(=O)N(CCN2CCOCC2)C1c1ccc(N(C)C)cc1 (stereo unspecified)	/	/	/	i	-1.5	/	/	-0.274	-0.257	0.452	2.13	/	/	3.3	1.5	7.0	/	i
O=C1Nc2ccccc2C(O)(C(=O)NCc2ccc3c(c2)OCO3)N1c1ccccc1 (stereo unspecified)	0.12	1226	7.0%	i	-7.0	/	/	-0.559	-0.159	0.0646	0.0689	-2.7	-3.7	5.5	2.0	0.5	4.7%	i
CC1CCN(CCOCCOc2ccc(Cl)cc2Br)CC1	-0.41	1236	-7.9%	i	8.6	3.4	1384	-0.104	-0.179	-0.178	0.313	14.1	50.7	1.4	1.4	6.8	-7.9%	i
CC(C)NC(=O)CSCc1ccccc1Cl	0.07	1864	-1.6%	i	3.7	-2.6	1092	0.124	0.0383	0.0468	1.47	-13.0	-3.1	1.0	2.3	4.9	2.6%	i
O=S(=O)(c1ccc(F)cc1)c1nc(-c2ccccc2F)oc1N1CCCCC1	-0.83	1246	6.9%	i	2.5	3.1	1181	0.316	-0.231	0.798	0.0444	7.8	-1.1	3.8	1.3	8.4	2.3%	i
O=c1c(C(c2c(O)nc3n(c2=O)CCS3)c2cccc3ccccc23)c(O)nc2n1CCS2	-0.07	1517	2.7%	i	-24.6	-1.6	962	-0.45	-0.199	0.195	0.439	-6.6	-3.0	2.1	1.2	8.9	-3.4%	i
O=C(CS)Nc1ccc2ccccc2c1	-0.36	1311	/	/	/	-1.4	1111	-0.766	-0.25	-0.413	1.39	/	/	/	/	/	/	i
CCc1c(C)nc2ncnn2c1N1CCCC(C(=O)NCc2ccc3c(c2)OCO3)C1 (stereo unspecified)	-2.6	964	-4.1%	i	17.5	-1.1	985	0.722	-0.146	0.542	0.174	-1.1	-11.2	2.3	2.7	11.7	-2.5%	i
S=C(NCc1ccc2c(c1)OCO2)Nc1ccc2nsnc2c1	-0.08	1140	5.5%	i	-4.2	-1.3	1038	-1.33	-0.199	-0.631	-0.217	5.7	-5.2	3.3	1.9	10.3	53.7%*	i
CCCCCCCNC(=O)CC(NS(=O)(=O)c1ccc(NC(C)=O)cc1)C(C)C (stereo unspecified)	0.63	1211	5.8%	i	2.5	2.1	472	-0.413	0.0417	0.733	-0.703	-3.4	-14.4	3.9	4.2	6.3	12.2%	i

Compounds as they come; any-hit rate near 5%.
